From PubChem
TbPYK inhibitor = qHTS of Trypanosoma Brucei Inhibitors; AID 624173, 2012; TbPYK enzyme, Kinase-Glo Plus ATP luminescence, 45 min; pyruvate kinase (Trypanosoma brucei), Q57TT1; 410,000 tested, 0.12% active; Potency, µM (series often up to 76.8 µM), for the others: at the top dose activity, negative = inhibition, most hits filed as inhibitors; further: nearly all actives have a fitted effect of over 50% in size
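Quantitative HTS: titrated library compounds versus trypanosomal pyruvate kinase in TEA buffer (pH 7.2) containing KCl, MgCl2, BSA and Tween-20. Reactions were initiated with ADP, 130 uM final. Kinase-Glo Plus luminescence was read after 45 min at RT.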
LmPK inhibitor = qHTS Assay for Inhibitors of Leishmania Mexicana Pyruvate Kinase (LmPK); purified LmPK, Kinase-Glo ATP luminescence, 1 h; Potency, µM (titrated, usually from 57.5 µM), inactives show at the top dose activity change, negative = inhibition, most hits filed as inhibitors; 290,000 tested, 0.37% active; AID 1721, 2009
Target sequence (Q27686 whole entry, looked up): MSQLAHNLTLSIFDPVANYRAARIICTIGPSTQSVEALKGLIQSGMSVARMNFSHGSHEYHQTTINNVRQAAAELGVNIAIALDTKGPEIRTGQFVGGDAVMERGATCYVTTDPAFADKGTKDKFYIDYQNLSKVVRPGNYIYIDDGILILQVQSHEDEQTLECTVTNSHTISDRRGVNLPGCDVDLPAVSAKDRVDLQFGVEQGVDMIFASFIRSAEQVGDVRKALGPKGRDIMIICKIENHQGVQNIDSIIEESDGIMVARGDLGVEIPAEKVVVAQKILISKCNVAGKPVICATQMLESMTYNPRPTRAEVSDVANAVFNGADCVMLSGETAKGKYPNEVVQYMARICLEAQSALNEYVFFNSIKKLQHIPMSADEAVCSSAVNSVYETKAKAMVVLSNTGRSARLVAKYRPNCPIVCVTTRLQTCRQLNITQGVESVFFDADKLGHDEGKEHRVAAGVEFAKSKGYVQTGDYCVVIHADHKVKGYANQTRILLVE
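qHTS format; LmPK 0.1 nM; substrates PEP 0.5 mM and ADP 0.1 mM. One-hour room-temperature incubation, then coupled luciferase luminescence; 0.5 nM enzyme wells mark activation.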
Pf growth 48h = Primary qHTS for delayed death inhibitors of the malarial parasite plastid, 48 hour incubation. AID 504832, 2011. 310,000 tested, 5.9% active. Potency, µM (highest dose often 28.7 µM), inactives show at the highest dose activity change, negative = inhibition, actives largely listed as inhibitors. P. falciparum luciferase growth in erythrocytes, 48 h
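Parasite viability was followed by luminescence of a genomically integrated firefly luciferase. Cultures held 0.1% parasitemia at 2% hematocrit (final), incubated under 5% CO2 at 37 C.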
Pf growth 96h = Primary qHTS for delayed death inhibitors of the malarial parasite plastid, 96 hour incubation. P. falciparum luciferase reporter growth, 96 h. Potency, µM (titrated, usually from 28.7 µM), inactives show top-dose activity change, negative = inhibition, actives largely listed as inhibitors. 320,000 tested, 6.9% active
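Erythrocytes infected with luciferase-expressing P. falciparum were dispensed at 2% hematocrit and 0.05% parasitemia (final), then incubated with compounds 96 hours at 37 C in 5% CO2. Luminescence after detection reagent addition reported growth.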
Sm TGR block = qHTS Assay for the Inhibitors of Schistosoma Mansoni Peroxiredoxins | Schistosoma mansoni thioredoxin glutathione reductase (TGR), Q962Y6 | purified TGR, DTNB reduction, TNB absorbance 405 nm | Potency, µM (series often up to 114 µM), for inactives: top-dose activity change, negative = inhibition, usual class: inhibitors | 360,000 tested, 3% active; further: nearly all actives have a fitted effect of over 60% in size
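TGR 20 nM + NADPH 100 uM (dispensed conc.), cpd preinc 15 min RT; start with NADPH (500 uM addition) then DTNB (15 mM addition). Kinetic TNB absorbance, 405 nm filter. Four-parameter Hill fit across titration.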
HCV inhibitor = qHTS Assay for Inhibitors of Hepatitis C Virus (HCV); Potency, µM (series often up to 41.8 µM), inactives show top-dose activity change, negative = inhibition, most hits filed as inhibitors; AID 651820, 2012; 340,000 tested, 3.4% active; Huh7.5.1 HCVcc-Cre infection, luciferase reporter, 44 h
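Cells (1,000/well) were plated 4 h before compound, then infected with HCVcc-Cre virus (~0.5 moi). After 44 h further culture, infection was read as luciferase luminescence following a 15 min substrate incubation at room temperature.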
* = called active by the depositor; u = inconclusive; x = not tested or not shown; & = joins results of further samples; [ ] = another dose, or the depositor's remark. The call rests on the fitted dose curve; in most records, active means well fitted curve in the direction sought with a large enough effect; inconclusive means small, poorly fitted or top-dose-only effect, or another doubt; inactive means no such curve, though single readings can be large; an effect the other way counts as inactive or inconclusive. On the % scale 0 is the no-effect control and ±100 the full control effect; potency means the concentration at half of the fitted maximal effect.

Results follow in this order: TbPYK inhibitor	LmPK inhibitor	Pf growth 48h	Pf growth 96h	Sm TGR block	HCV inhibitor
1	COc1ccc(Cl)cc1NC(=S)Nc1cccnc1
 : 0%	1%	-11%	-21%	13µM*	-13%
2	O=C(O)c1cc(-c2cccnc2)nn1-c1ccccn1
 : 14%	-1%	-5%	u	-6%	-4%
3	Cc1ccc(S(=O)(=O)n2ccc3c(OCCOCCNCc4ccc(F)cc4)cccc32)cc1
 : -6%	0%	9.3µM*	10µM*	-1%	u
4	O=C(NCc1ccccc1)C1=C[C@H](c2csc3ccccc23)C[C@H](OCCCCO)O1
 : 4%	4%	u	u	u	-40%
5	Fc1ccccc1CCNCc1cccc2ccccc12
 : -1%	-2%	3%	0%	4%	-11%
6	O=C(Nc1ccc(F)cc1F)c1ccc(COc2c(F)c(F)cc(F)c2F)o1
 : 4%	1%	16%	11%	-7%	17%
7	O=c1[nH]c(SCc2nc3ccccc3c(=O)n2-c2ccccc2)nc2ccccc12
 : -6%	1%	-20%	u	-1%	8%
8	CCOC(=O)c1nnn2c1nc(N(CC)CC)c1ccccc12
 : 0%	1%	-2%	-14%	13%	-10%
9	S=C(NCc1ccc2c(c1)OCO2)NC1CCN(Cc2ccccc2)CC1
 : 5%	1%	2%	10%	-9%	u
10	O=C(NC(c1ccccc1)c1ccccc1)C1CCCN(S(=O)(=O)c2cnc[nH]2)C1 (centres undefined)
 : -1%	8%	x	50%[activator]	-1%	3%
11	CC1CCN(C(=O)CN2c3cccc4cccc(c34)S2(=O)=O)CC1
 : -7%	x	10%	0%	-7%	-13%
12	CCCc1ccc(Oc2cn[nH]c2-c2ccc(O)cc2O)cc1
 : -1%	3%	u	-17%	-26%	u
13	CN1CCN(Cc2nc3c(c(=O)[nH]c(=O)n3C)n2Cc2c(F)cccc2Cl)CC1
 : -5%	3%	-18%	u	-4%	9%
14	CC1CCCC(NC(=O)CCCn2ncn3c(cc4occc43)c2=O)C1C (centres undefined)
 : 0%	-1%	u	u	1%	6%
15	COc1ccc(CN2CCCC(CO)(Cc3ccc(F)cc3)C2)c(OC)c1OC (centres undefined)
 : 1%	-1%	-17%	12µM*	-31%	u
16	CCCc1nc2ccc(NC(=O)c3cccs3)cc2c(=O)n1Cc1ccc(Cl)cc1
 : 6%	9%	0.47µM*	2%	-20%	u
17	CCn1[nH]c(=O)c(=Nc2c(C)n(C)n(-c3ccccc3)c2=O)cc1-c1ccc(Cl)cc1
 : 6%	2%	-4%	u	10%	-10%
18	Cc1cc2ncn(CCC(=O)NC(C)(C)C)c2cc1C
 : 2%	5%	-6%	u	-1%	4%
19	O=C(ONC1=NCCCCC1)c1ccc([N+](=O)[O-])cc1
 : 1%	9%	u	-11%	1%	-4%
20	Cc1ccccc1OCCC(=O)Nc1ccc(S(=O)(=O)N(C)C2CCN(C)CC2)cc1
 : 0%	x	2.9µM*	3.7µM*	-2%	u
21	COc1ccc(CNC(=O)CCc2nc(-c3ccccc3F)no2)c(OC)c1
 : -6%	-4%	1%	u	1%	-3%
22	COc1cccc(CC2(CO)CCCN(C(=O)c3cc[n+]([O-])cc3)C2)c1 (centres undefined)
 : -1%	-3%	36%[activator]	u	-10%	4%
23	CCC(=O)c1ccc(N2CCN(C(=O)Cc3ccccc3)CC2)c(F)c1
 : 4%	0%	-20%	u	-11%	u
24	O=C(N/N=C\c1ccc2c(c1)OCO2)c1cncc(Br)c1
 : 0%	-3%	19%	1%	-11%	-3%
25	CCCCCCN1C=CC=C/C1=C\C=C(C#N)C#N
 : -11%	-3%	-18%	-4%	-13%	-51%
26	CN(C)c1ccc(/C=C/c2nc3ccccc3c(=O)[nH]2)cc1
 : -27%	-16%	-52%	32%[activator]	6%	-11%
27	CCOC(=O)C(C)Sc1nc2c(cnn2-c2ccc(F)cc2)c(=O)[nH]1 (centres undefined)
 : 3%	7%	-6%	-25%	1%	-29%
28	CCOc1ccc(C2NC(=O)NC(C)=C2[N+](=O)[O-])cc1OC (centres undefined)
 : -3%	-2%	-20%	-20%	-8%	23%
29	CCS(=O)(=O)N1CCC(C(=O)Nc2ccccc2OC)CC1
 : 3%	-4%	30%[activator]	95%[activator]	0%	-7%
30	Cc1ccc(-n2c(Cc3cccs3)nnc2SCC(=O)OC(C)C)cc1
 : 1%	5%	12µM*	u	0%	-6%

Part of the list above, with each value named.
[7] O=c1[nH]c(SCc2nc3ccccc3c(=O)n2-c2ccccc2)nc2ccccc12
  TbPYK inhibitor: -6%
  LmPK inhibitor: 1%
  Pf growth 48h: -20%
  Pf growth 96h: u
  Sm TGR block: -1%
  HCV inhibitor: 8%
[11] CC1CCN(C(=O)CN2c3cccc4cccc(c34)S2(=O)=O)CC1
  TbPYK inhibitor: -7%
  LmPK inhibitor: x
  Pf growth 48h: 10%
  Pf growth 96h: 0%
  Sm TGR block: -7%
  HCV inhibitor: -13%
[8] CCOC(=O)c1nnn2c1nc(N(CC)CC)c1ccccc12
  TbPYK inhibitor: 0%
  LmPK inhibitor: 1%
  Pf growth 48h: -2%
  Pf growth 96h: -14%
  Sm TGR block: 13%
  HCV inhibitor: -10%

7 entries from above, set out differently:
| # | canonical_smiles | TbPYK inhibitor | LmPK inhibitor | Pf growth 48h | Pf growth 96h | Sm TGR block | HCV inhibitor |
| --- | --- | --- | --- | --- | --- | --- | --- |
| 30 | Cc1ccc(-n2c(Cc3cccs3)nnc2SCC(=O)OC(C)C)cc1 | 1% | 5% | 12µM* | u | 0% | -6% |
| 2 | O=C(O)c1cc(-c2cccnc2)nn1-c1ccccn1 | 14% | -1% | -5% | u | -6% | -4% |
| 17 | CCn1[nH]c(=O)c(=Nc2c(C)n(C)n(-c3ccccc3)c2=O)cc1-c1ccc(Cl)cc1 | 6% | 2% | -4% | u | 10% | -10% |
| 1 | COc1ccc(Cl)cc1NC(=S)Nc1cccnc1 | 0% | 1% | -11% | -21% | 13µM* | -13% |
| 26 | CN(C)c1ccc(/C=C/c2nc3ccccc3c(=O)[nH]2)cc1 | -27% | -16% | -52% | 32%[activator] | 6% | -11% |
| 7 | O=c1[nH]c(SCc2nc3ccccc3c(=O)n2-c2ccccc2)nc2ccccc12 | -6% | 1% | -20% | u | -1% | 8% |
| 12 | CCCc1ccc(Oc2cn[nH]c2-c2ccc(O)cc2O)cc1 | -1% | 3% | u | -17% | -26% | u |

Remaining list, next part:
Results follow in this order: TbPYK inhibitor	LmPK inhibitor	Pf growth 48h	Pf growth 96h	Sm TGR block	HCV inhibitor
31	CCN(CC)CCCN1C(=O)C2C(C(=O)Nc3ccc(C(C)C)cc3)C3C=CC2(O3)C1C(=O)NC1CCCCC1 (centres undefined)
 : 5%	5%	u	21%	-1%	-26%
32	CCCN1CCN(C(=O)Cn2ncc3c([nH]c4ccc(C)cc43)c2=O)CC1
 : 5%	-14%	11%	2%	-7%	23%
33	COc1ccc(OC)c(N(CC(=O)N2CCCC2)S(=O)(=O)c2ccc(OC)c(OC)c2)c1
 : 2%	-10%	u	x	7%	26%
34	O=C(C1CCC1)N1CCN(S(=O)(=O)c2ccccc2)CC1
 : -5%	x	-8%	11%	-5%	10%
35	COc1cc(/C=C/c2ccc3cccc(O)c3n2)cc(Cl)c1OC
 : -6%	0%	-5%[0.00184 µM]	3.7µM*	-23%	u
36	Cc1ccc(C(=O)N(c2ccccn2)C(C)c2ccco2)cc1 (centres undefined)
 : -11%	-2%	-1%	-1%	2%	8%
37	CC(Sc1nccn1C)C(=O)c1ccc(Br)cc1 (centres undefined)
 : 1%	-4%	24%	36%[activator]	-6%	-11%
38	CC(=O)N1c2ccc(S(=O)(=O)N3CCCCC3)cc2CC1C(=O)Nc1ccc(C)cc1 (centres undefined)
 : 6%	-2%	-29%	u	-22%	-29%
39	CC(=O)N1CCc2ccc(S(=O)(=O)N3CC(C)OC(C)C3)cc21 (centres undefined)
 : -6%	-4%	-16%	u	-9%	5%
40	CC(=O)/C(N=Nc1ccc(C(=O)O)cc1[N+](=O)[O-])=C(\C)O
 : -16%	25µM*	30%[activator]	132%[activator]	-12%	8%
41	CCOC(=O)c1nn(-c2ccc(Cl)cc2)c(C)cc1=O
 : -1%	1%	3%	-3%	-22%	10%
42	CCOc1ccc(Nc2ncnc3c2cnn3-c2ccccc2)cc1
 : 0%	0%	43%[activator]	-5%	7%	-2%
43	O=c1c2c(n3nnnc3n1Cc1ccccc1)-c1ccccc1CC21CCCC1
 : 0%	-1%	15%	-7%	8%	28%
44	Cc1ccc(CN2CCC(Oc3ccc(C(=O)NCc4ccccn4)cc3)CC2)o1
 : -9%	0%	-12%	39%[activator]	-6%	8%
45	CCCCNC(=O)c1onc(CSc2cccc(OCC)c2)c1C(=O)O
 : 1%	9%	21%	25%	5%	9%
46	O=C(COC(=O)c1c(F)cccc1F)Nc1ccc2c(c1)OCO2
 : 7%	x	56%[activator]	35%[activator]	-1%	5%
47	Cc1ccc(CSCCNC(=O)CSc2ccccc2)cc1
 : -2%	-1%	-4%	-21%	-4%	-1%
48	CC(C)CN(C(=O)COC(=O)CNC(=O)c1ccccc1)c1c(N)n(Cc2ccccc2)c(=O)[nH]c1=O
 : 4%	x	23%	2%	-1%	23%
49	CCc1nnc(NS(=O)(=O)c2ccc(N3C(=O)c4ccc(C(=O)O)cc4C3=O)cc2)s1
 : 2%	3%	4%	-44%[1.15 µM]	8%	9%
50	Cc1ccc(S(=O)(=O)N2CCC(C(=O)OCC(=O)N3CCCC3=O)CC2)cc1C
 : -3%	x	-2%	27%	-5%	0%
51	COc1cc(OC)c2c(c1)C(=O)c1cc(OC)cc(OC)c1C2=O
 : -7%	-2%	12%	u	9%	-5%
52	COC(=O)Cn1ncn2c(cc3oc(C)cc32)c1=O
 : -23%	2%	121%[activator]	22%	-12%	13%
53	COc1cc(/C=N/NC(=O)c2cccs2)ccc1OCc1ccccc1
 : x	1%	u	u	3%	9%
54	CCC(Sc1nc2ccncc2[nH]1)C(=O)Nc1cc(Cl)ccc1C (centres undefined)
 : 6%&-8%	0%	-6%	u	2%&-7%	-4%
55	COC(=O)C1=NN(c2cccc3ccccc23)C2C(=O)N(c3ccccc3OC)C(=O)C12 (centres undefined)
 : -3%	6%	-10%	-5%	-15%	12%
56	CCCOC(=O)c1[nH]c2c(c1C)C(=O)CC(c1ccc(OC)c(OC)c1)C2 (centres undefined)
 : -1%	0%	u	u	0%	-29%
